# Assay outcomes: PubChem, several laboratories
# CIT2 TOR yeast: yeast TOR pathway CIT2-GFP modulation; S. cerevisiae CIT2-GFP strain, flow cytometry, 3 h; 100 means same as DMSO wells; GFP response vs DMSO, % at 10 µM; hit rate 0.065% among 320,000; AID 2029;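 active means GFP response relative to DMSO above a set limit, near the screen mean plus 3 SD, cut at about 150% in these data; inconclusive means Fewer than 70 cells measured for a yeast strain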;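 further: ratio of well median GFP fluorescence to mean of DMSO wells on the plate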
# GRK2 aptamer HTS: blocks RNA aptamer binding to human GRK2; P25098; inhibition of aptamer binding, % at 10 µM; bead flow cytometry, FAM-aptamer displacement from GRK2; hit rate 0.59% among 330,000; AID 488847;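 active means inhibition of aptamer binding above 40%, roughly 3 SD of noise, on plates passing a quality check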;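 further: median bead fluorescence of bound FAM aptamer so fluorescent compounds give negative values; no value below 0 was filed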
# VLA-4 inh: inhibition in a human VLA-4 binding assay | VLA-4 expressing cells, ligand binding flow cytometry | hit rate 0.2% among 330,000 | inhibition, % (about 7 µM as worked out from the volumes in the protocol); in the data active means inhibition above about 50%
# Target sequence (P13612 whole entry, looked up): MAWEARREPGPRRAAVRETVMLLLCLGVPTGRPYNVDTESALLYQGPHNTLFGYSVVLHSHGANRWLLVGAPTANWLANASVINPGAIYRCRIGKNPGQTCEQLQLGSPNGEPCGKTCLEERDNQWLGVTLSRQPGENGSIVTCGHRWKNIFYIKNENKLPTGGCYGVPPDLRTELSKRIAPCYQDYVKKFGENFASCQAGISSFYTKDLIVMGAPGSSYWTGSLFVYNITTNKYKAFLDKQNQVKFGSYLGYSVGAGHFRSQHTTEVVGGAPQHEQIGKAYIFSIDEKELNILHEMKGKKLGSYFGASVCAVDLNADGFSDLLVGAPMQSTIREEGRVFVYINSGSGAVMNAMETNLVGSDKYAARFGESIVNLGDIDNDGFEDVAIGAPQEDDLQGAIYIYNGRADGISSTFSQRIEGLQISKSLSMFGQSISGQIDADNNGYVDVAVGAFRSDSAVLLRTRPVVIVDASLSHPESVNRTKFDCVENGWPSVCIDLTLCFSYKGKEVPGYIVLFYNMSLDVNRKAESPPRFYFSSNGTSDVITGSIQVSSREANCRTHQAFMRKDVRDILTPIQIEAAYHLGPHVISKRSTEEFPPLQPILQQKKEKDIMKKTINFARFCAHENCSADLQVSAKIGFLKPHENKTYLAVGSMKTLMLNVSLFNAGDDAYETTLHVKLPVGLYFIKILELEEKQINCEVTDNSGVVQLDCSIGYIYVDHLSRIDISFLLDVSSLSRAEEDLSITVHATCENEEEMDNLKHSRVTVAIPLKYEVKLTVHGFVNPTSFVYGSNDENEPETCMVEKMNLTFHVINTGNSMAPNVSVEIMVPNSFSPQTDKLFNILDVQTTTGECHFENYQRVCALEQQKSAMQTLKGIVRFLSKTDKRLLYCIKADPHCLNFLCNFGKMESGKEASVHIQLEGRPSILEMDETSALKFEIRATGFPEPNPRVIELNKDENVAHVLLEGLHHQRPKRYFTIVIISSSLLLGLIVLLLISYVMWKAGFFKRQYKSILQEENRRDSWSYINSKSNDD
# LAP4-GFP MLPCN: yeast TOR pathway LAP4-GFP modulation | hit rate 0.34% among 320,000 | GFP response vs DMSO, % at 10 µM | S. cerevisiae LAP4-GFP multiplex, flow cytometry GFP, 3 h; median GFP as percent of DMSO wells;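 active means GFP response vs DMSO above a set limit, about the screen mean plus 3 SD, cut at about 150% in these data; inconclusive means under 70 cell events counted for the yeast strain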
# MEP2 TOR yeast: yeast TOR pathway MEP2-GFP modulation; GFP response vs DMSO, % at 10 µM; AID 2016; hit rate 0.51% among 330,000; S. cerevisiae MEP2-GFP strain, flow cytometry GFP, 3 h; 100% = DMSO control level;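 active means GFP response versus DMSO above a set limit, roughly screen mean plus 3 SD, cut at about 180% in these data; inconclusive means fewer than 70 cells counted for a yeast strain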;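 further: median GFP fluorescence of the barcode-gated MEP2-GFP cells per well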
# AGP1-GFP MLPCN: alters AGP1-GFP fluorescence in TOR pathway yeast screen; GFP response vs DMSO, % at 10 µM; S. cerevisiae AGP1-GFP multiplex flow cytometry, 3 h; GFP as percent of DMSO wells; hit rate 0.02% among 320,000;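 active means GFP response relative to DMSO above a set limit, near screen average plus 3 SD, cut at about 150% in these data; inconclusive means fewer than 70 cells counted for the yeast strain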;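 further: median GFP channel fluorescence of the gated AGP1 strain per well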
# RPL19A-GFP yeast: yeast TOR pathway RPL19A-GFP modulation | percent response vs DMSO, % at 10 µM | S. cerevisiae RPL19A-GFP strain, flow cytometry, 3 h; stronger effect = lower value | hit rate 0.3% among 330,000 | AID 2025;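 active means percent response vs DMSO below 50%; inconclusive means fewer than 70 events counted for the yeast strain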;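 further: median channel GFP fluorescence of the barcoded RPL19A-GFP strain; ratio of sample median GFP to plate DMSO average so 100% = DMSO; lower means less RPL19A-GFP as with rapamycin TOR inhibition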
# GASC-1 inh: human JMJD2C demethylase inhibition; GST-JMJD2C(1-420) H3K9me3 demethylation, DELFIA europium; Q9H3R0; inhibition, % at 2.35 µM; hit rate 0.069% among 330,000;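 active means more than half of a compound's replicate wells show inhibition beyond 50%, single wells judged on their own value; inconclusive means some, but no more than half, of replicates pass 50% inhibition; inactive means no replicate passes 50% inhibition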;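 further: signal counts dimethyl H3K9 product captured on neutravidin plate; 0% = median of DMSO wells and 100% = 0.3 times that DMSO median; strong numbers were not always called active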
# Numbers without * were called inactive; ? = inconclusive; · = not tested or not shown; [ ] = remark or other dose.
CIT2 TOR yeast	GRK2 aptamer HTS	VLA-4 inh	LAP4-GFP MLPCN	MEP2 TOR yeast	AGP1-GFP MLPCN	RPL19A-GFP yeast	GASC-1 inh	smiles
114	0	16	111	102	110	102	-23	CCCC1(C(=O)OCC)NC(c2ccc(OC)cc2OC)C2C(=O)N(c3ccc4c(c3)OCCO4)C(=O)C21 (stereo not drawn)
109	0	7	104	113	102	110	5	NNS(=O)(=O)c1ccc(N2CCCC2=O)c([N+](=O)[O-])c1
94	4	9	103	99	101	99	5	O=C(Nc1ccc(Cl)cc1)NN1CC(=O)N(c2cccc(C(F)(F)F)c2)CC1=O
99	0	0	95	99	102	95	-6	Cc1ccc(-c2noc(C3CCCN(C(=O)c4c(F)cccc4F)C3)n2)cc1 (stereo not drawn)
106	2	-7	111	96	101	91	-1	Cc1ccc(OCC(=O)Nc2cccc3ccccc23)c([N+](=O)[O-])n1
101	0	-12	91	91	98	103	2	COc1ccc(NC(=O)CSc2ccc3nnc(CCNC(=O)c4ccccc4)n3n2)cc1
109	0	-1	106	99	106	100	121	O=C(CSc1nnc2ccccn12)Nc1ccccc1C(=O)NC1CC1
98	0	16	99	101	104	98	9	COc1ccc(CNC(=O)CN2CCN(S(=O)(=O)c3ccccc3)CC2)cc1
78	0	-19	96	93	79	96	9	Cc1cc(=O)[nH]c(SCC(=O)Nc2nc(-c3ccccc3)cs2)n1
100	2	5	105	105	102	101	-11	O=C(O)c1ccc(CSc2nnc(-c3ccncc3)n2CC2CCCO2)cc1 (stereo not drawn)
84	3	9	121	94	99	98	9	COc1cc([N+](=O)[O-])ccc1NC(=O)CSc1ccccn1
96	3	4	97	109	94	102	12	S=C(NCCc1ccccc1)Nc1ccc(N2CCCCC2)cc1
103	0	14	102	95	116	98	-6	Cc1ccc(NC(=O)CCN2C(=O)c3ccccc3S2(=O)=O)cc1C
98	0	-8	102	112	99	104	·	O=C(CCc1ccc(S(=O)(=O)NCc2ccccc2)cc1)NCC1CCCO1 (stereo not drawn)
108	0	-2	103	99	110	100	-3	CC(Oc1ccccc1)C(=O)N1CCN(c2ccc(N3CCCCCC3)nn2)CC1 (stereo not drawn)
112	0	14	115	123	·	110	6	COCCn1c(-c2ccccc2)nc(=S)c2c1CC(C)(C)OC2
83	0	4	88	96	84	92	5	COc1ccccc1-c1nc(C(F)(F)F)c(OC)o1
98	0	26	100	105	100	·	-8	CCOC(=O)c1sc(NC(NC(=O)c2ccco2)(C(=O)OC)C(F)(F)F)nc1C (stereo not drawn)
111	87*	-7	106	108	106	101	4	COc1ccc(NC(=O)CCS(=O)(=O)c2ccc(Br)s2)cc1
112	2	-1	102	105	105	103	-3	O=C(Cn1nnc(-c2ccccc2-n2cnnn2)n1)N1CCCCC1
97	3	10	155*	91	110	103	10	CCc1nnc(NC(=O)CSc2n[nH]c(-c3ccccc3O)n2)s1
68	2	2	129	94	78	95	-12	CC[C@@]12C(=O)N(c3cccc(Br)c3)C(=O)N1[C@H](c1cccc(C)c1)[C@@H]1C(=O)N(Cc3ccccc3)C(=O)[C@@H]12
98	0	-7	105	110	102	104	-4	O=S(=O)(NC1CCCCC1NCc1ccco1)c1ccccc1 (stereo not drawn)
102	2	2	109	100	102	99	-2	O=C(COC(=O)c1ccccc1Br)NCCC1=CCCCC1
97	1	-1	88	107	95	104	6	CCOc1ccc(-c2nc(N)ncc2-c2ccc(Cl)cc2)c(O)c1
99	0	-1	87	100	91	96	-5	CCOC(=O)N1CCN(C(=O)CN2C(=O)NC(c3ccccc3)(c3ccccc3)C2=O)CC1
91	1	1	91	94	92	99	·	CC/C=C\C/C=C\C/C=C\CCCCCCCC(=O)O
95	0	-108	94	99	92	97	-19	COc1ccccc1N1CCN(C2CCCN(C(=O)CCc3c(C)noc3C)C2)CC1 (stereo not drawn)
108	0	9	102	102	101	97	3	CC(=O)Nc1cc2c(cc1NC(=O)Cn1nc(-c3ccccc3F)ccc1=O)OCCO2
88	2	-6	112	100	111	107	-18	CC(=O)/C(C#N)=C1\NC(=O)C(Cc2ccc(F)cc2)S1 (stereo not drawn)

# Quoted at random: 2 entries already listed, in no set order.
CIT2 TOR yeast	GRK2 aptamer HTS	VLA-4 inh	LAP4-GFP MLPCN	MEP2 TOR yeast	AGP1-GFP MLPCN	RPL19A-GFP yeast	GASC-1 inh	smiles
106	2	-7	111	96	101	91	-1	Cc1ccc(OCC(=O)Nc2cccc3ccccc23)c([N+](=O)[O-])n1
102	2	2	109	100	102	99	-2	O=C(COC(=O)c1ccccc1Br)NCCC1=CCCCC1

# More records follow:
CIT2 TOR yeast	GRK2 aptamer HTS	VLA-4 inh	LAP4-GFP MLPCN	MEP2 TOR yeast	AGP1-GFP MLPCN	RPL19A-GFP yeast	GASC-1 inh	smiles
100	2	2	96	107	93	105	4	O=C(NN1C(=O)c2ccccc2C1=O)c1ccccc1[N+](=O)[O-]
96	2	0	97	103	103	99	-2	CCCCn1c(N)c(N(CCC(C)C)C(=O)COC(=O)c2sccc2C)c(=O)[nH]c1=O
79	3	10	100	92	80	95	-9	CC(C(=O)O)c1ccc(N2Cc3ccccc3C2=O)cc1 (stereo not drawn)
121	6	10	78	110	99	112	2	COc1cccc(Cn2cc(C)cc(NC(=O)NCc3ccccc3)c2=O)c1
105	0	26	98	103	102	102	·	CCCC[C@@H]1C=C(C(=O)O)[C@H](c2ccc(C#N)cc2)N1S(=O)(=O)c1ccc(C)cc1
101	2	-295	91	113	99	107	14	COc1cc(NC(=O)c2cccc(C)c2)ccc1NC(=O)c1cc2ccccc2o1
111	0	9	100	120	102	106	0	CC(C)(C)NCCOCCOc1ccc(Cl)cc1C(C)(C)C
90	0	5	116	95	94	96	6	C=CCN1C(=O)C(CC(=O)O)SC1=Nc1ccc(C)cc1 (stereo not drawn)
91	2	-1	86	99	96	95	6	Cc1ccccc1C(=O)Nc1ccc(Cl)cn1
131	4	15	118	157	93	103	-1	NS(=O)(=O)c1cc2c(cc1Cl)NC(Cc1ccccc1)NS2(=O)=O (stereo not drawn)
95	0	2	88	115	120	110	-2	CC#CC(=O)NCC1(N(C)Cc2ccccc2)Cc2ccccc2C1
103	0	-5	97	91	99	94	2	O=C(NCC1CCCO1)/C(=C\c1ccccc1)NC(=O)c1ccccc1 (stereo not drawn)
102	0	0	110	97	113	103	7	CCCCCCCCC1CC(C(=O)Nc2ccccc2)C(=O)O1 (stereo not drawn)
90[may fluoresce red]	1	-1	76[may fluoresce red]	82[may fluoresce red]	92[may fluoresce red]	?	-7	O=C1NCCCc2c1oc1cc(Br)c(O)c(Br)c21
102	2	14	103	102	105	99	13	COc1cccc(NC(=O)CN(C)C(=O)CN2C(=O)NC(C)(c3ccc4ccccc4c3)C2=O)c1 (stereo not drawn)
106	0	10	100	103	107	103	-3	CCN(CC(=O)NCc1cccs1)c1ccc(S(=O)(=O)N2CCOCC2)cn1
100	3	8	94	106	102	102	-29	Cn1c(=O)[nH]c(=O)c2c1nc(CN(Cc1ccccc1)Cc1ccccc1)n2CCN1CCOCC1
111	0	0	116	123	110	114	-11	O=C(NCCCN1CCOCC1)NC12CC3CC(CC(C3)C1)C2
67	0	19	127	92	82	95	15	COc1cc(O)c(C(CCN2CCCC(C)C2)c2ccc3c(c2)OCO3)c(OC)c1 (stereo not drawn)
95	0	-27	111	116	92	95	-14	Cc1ccc(/C=C/C(=O)c2c(C)nc3ccccn23)cc1
103	0	-10	104	106	104	98	-15	O=C(CCSc1nc2ccccc2o1)N1CCOCC1
103	3	8	93	105	99	100	2	Cc1ccc(-n2c(=O)c3c(n4cnnc24)-c2ccccc2CC32CCCCC2)cc1
105	0	-7	89	90	·	95	21	Cc1cc(C(=O)CSc2nnc(Nc3ccccc3)s2)c(C)n1CC1CCCO1 (stereo not drawn)
105	0	13	91	102	95	102	-17	CCOc1ccc(CSc2nc(C)cc(COC)c2C#N)cc1OCC
94	1	-3	86	97	93	96	4	COc1ccc2[nH]c(=O)c(CN(Cc3cccs3)C(=S)Nc3cccc(C)c3)cc2c1
107	0	-9	103	100	112	100	-1	CSCCC(NS(=O)(=O)c1ccccc1)C(=O)OCc1nc2ccsc2c(=O)[nH]1 (stereo not drawn)
97	0	-123	103	105	95	94	-5	O=C(/C=C/c1ccc(Cl)cc1)N1CCN(c2ccc([N+](=O)[O-])c(N3CCOCC3)c2)CC1
93	0	17	93	93	91	100	-3	COC(=O)c1ccc(NC(=O)c2ccc3c(c2)C(=O)N(Cc2cccnc2)C3=O)cc1
104	9	-4	100	99	102	97	1	Cc1ccc2oc(=O)n(CCOc3ccccc3Cl)c2c1
98	0	24	109	105	100	105	-9	Cc1ccc2oc3c(c(=O)c2c1)C(c1cccc(Cl)c1)N(CCCN1CCOCC1)C3=O (stereo not drawn)
102	0	3	82	102	97	99	-13	Cc1cc(C)cc(Oc2coc3c(CN(C)C)c(O)ccc3c2=O)c1
106	0	3	93	95	100	91	-5	CCc1nnc(NC(=O)CSc2ncc(-c3ccccc3)[nH]2)s1
102	1	10	95	104	102	97	2	CN(C1CCCCC1)S(=O)(=O)c1ccc2c(c1)c(=O)c(C(=O)N1CCc3ccccc3C1)cn2C
99	2	-9	98	96	100	96	13	COc1ccc(Nc2ccc3c(c2)=NC2(CCCCC2)[N+]=3[O-])cc1
100	6	-4	92	100	94	98	18	Cn1ccnc1C(=O)c1cccc([N+](=O)[O-])c1

# In the list so far, 9 contain two or more sulfur atoms.
CIT2 TOR yeast	GRK2 aptamer HTS	VLA-4 inh	LAP4-GFP MLPCN	MEP2 TOR yeast	AGP1-GFP MLPCN	RPL19A-GFP yeast	GASC-1 inh	smiles
78	0	-19	96	93	79	96	9	Cc1cc(=O)[nH]c(SCC(=O)Nc2nc(-c3ccccc3)cs2)n1
111	87*	-7	106	108	106	101	4	COc1ccc(NC(=O)CCS(=O)(=O)c2ccc(Br)s2)cc1
97	3	10	155*	91	110	103	10	CCc1nnc(NC(=O)CSc2n[nH]c(-c3ccccc3O)n2)s1
131	4	15	118	157	93	103	-1	NS(=O)(=O)c1cc2c(cc1Cl)NC(Cc1ccccc1)NS2(=O)=O (stereo not drawn)
106	0	10	100	103	107	103	-3	CCN(CC(=O)NCc1cccs1)c1ccc(S(=O)(=O)N2CCOCC2)cn1
105	0	-7	89	90	·	95	21	Cc1cc(C(=O)CSc2nnc(Nc3ccccc3)s2)c(C)n1CC1CCCO1 (stereo not drawn)
94	1	-3	86	97	93	96	4	COc1ccc2[nH]c(=O)c(CN(Cc3cccs3)C(=S)Nc3cccc(C)c3)cc2c1
107	0	-9	103	100	112	100	-1	CSCCC(NS(=O)(=O)c1ccccc1)C(=O)OCc1nc2ccsc2c(=O)[nH]1 (stereo not drawn)
106	0	3	93	95	100	91	-5	CCc1nnc(NC(=O)CSc2ncc(-c3ccccc3)[nH]2)s1
